Screening results as filed in PubChem BioAssay.
TAAR1 ag = agonists of human TAAR1 | CHO RD-HGA16 TAAR1, Fluo-8 calcium fluorescence; vehicle wells 0%, saturating PEA agonist 100% | activation, % at 3 µM | 0.99% of 360,000 active;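 active = activation above the mean activation of all test compounds in the run plus 3 SD, cut at about 38% in these data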
Target sequence (Q96RJ0 whole entry, looked up): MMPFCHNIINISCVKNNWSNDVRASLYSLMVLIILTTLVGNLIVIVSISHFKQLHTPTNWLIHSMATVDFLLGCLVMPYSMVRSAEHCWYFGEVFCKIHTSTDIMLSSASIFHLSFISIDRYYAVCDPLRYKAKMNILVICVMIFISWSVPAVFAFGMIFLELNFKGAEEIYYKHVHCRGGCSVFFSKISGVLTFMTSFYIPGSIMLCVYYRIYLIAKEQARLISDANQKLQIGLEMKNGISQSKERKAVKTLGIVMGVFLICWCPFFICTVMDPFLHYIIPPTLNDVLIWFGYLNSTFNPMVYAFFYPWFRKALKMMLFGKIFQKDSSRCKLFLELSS
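Test system: RD-HGA16 (CHO) cells co-expressing Gα16 and hTAAR1 / Benchmarks: DMSO vehicle as 0%, PEA at EC100 as 100% / Repeats: no replicates (n 1) / Measure: % activation from peak over basal fluorescence ratio, DMSO-to-PEA scaled / Timing: 17-24 h plating, Fluo-8 75 min 37 °C, 30 min RT / Technique: kinetic Fluo-8 calcium fluorescence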
CHRM1 agonist = human M1 muscarinic receptor agonism | CHO-K1 hM1, Fluo-8 calcium fluorescence, agonist mode; 0% DMSO, 100% acetylcholine EC100 | activation, % at 3 µM | 0.33% of 360,000 active | AID 588814;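 active = activation above the run's mean compound activation plus 3 SD, cut at about 16% in these data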;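 note: peak over basal fluorescence ratio within a 140 s kinetic read after compound addition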
M1 antag = antagonists of human M1 muscarinic receptor | P11229 | CHO-K1 hM1, Fluo-8 calcium fluorescence, ACh EC80 antagonist | inhibition, % at 3 µM | 1.3% of 360,000 active;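 active = percent inhibition above its own plate's cutoff, namely the mean of that plate's compound wells plus 3 SD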;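 note: peak over basal fluorescence ratio during 140 s after agonist addition; 0% = ACh EC80 plus DMSO and 100% = DMSO alone without agonist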
M4 ag = CHRM4 agonism in calcium assay; P08173; CHO-K1 hM4/Gqi5, Fluo-8 calcium fluorescence; vehicle 0%, full acetylcholine response 100%; activation, % at 3 µM; 0.14% of 360,000 active; AID 624127;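 active = activation above the run mean over all test wells plus 3 SD, cut at about 32% in these data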;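 note: peak over basal fluorescence ratio per well then scaled between controls; 0% = DMSO wells and 100% = acetylcholine at EC100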
CHRM5 agonist = agonists of human muscarinic M5 receptor (CHRM5); P08912; CHO-K1 hM5 cells, Fluo-8 calcium fluorescence; 0% DMSO wells, 100% maximal acetylcholine response; activation, % at 3 µM; 0.19% of 360,000 active;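 active = activation above the run's mean over test compounds plus 3 SD, cut at about 23% in these data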;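 note: signal is peak over basal fluorescence ratio across the kinetic read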
Target sequence (P08912 whole entry, looked up): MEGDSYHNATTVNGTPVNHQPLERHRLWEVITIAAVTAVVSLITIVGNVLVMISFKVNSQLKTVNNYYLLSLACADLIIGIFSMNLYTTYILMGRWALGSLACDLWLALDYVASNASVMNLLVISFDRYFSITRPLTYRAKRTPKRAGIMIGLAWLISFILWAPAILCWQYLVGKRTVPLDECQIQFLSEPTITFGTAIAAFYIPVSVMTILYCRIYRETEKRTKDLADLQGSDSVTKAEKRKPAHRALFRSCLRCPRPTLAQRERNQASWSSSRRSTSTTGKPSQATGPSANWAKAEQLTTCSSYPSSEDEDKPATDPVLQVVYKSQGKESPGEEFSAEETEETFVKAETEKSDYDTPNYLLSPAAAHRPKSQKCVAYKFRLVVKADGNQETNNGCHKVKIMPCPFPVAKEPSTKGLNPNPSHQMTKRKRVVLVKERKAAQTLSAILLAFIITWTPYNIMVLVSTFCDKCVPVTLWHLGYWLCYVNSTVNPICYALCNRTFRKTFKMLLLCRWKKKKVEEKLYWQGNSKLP
M4 antag = antagonists of human muscarinic M4 receptor (CHRM4). CHO-hM4 cells, ACh EC80, Fluo-8 calcium fluorescence. inhibition, % at 3 µM. 0.73% of 360,000 active. AID 624125;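 active = inhibition above its plate's cutoff, the mean inhibition of sample wells plus 3 SD, cut at about 27% in these data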;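 note: 0% = acetylcholine EC80 with DMSO and 100% = DMSO without agonist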
M5 PAM = CHRM5 positive allosteric modulation; CHO-K1 hM5, Fluo-8 calcium, ACh EC20 PAM; 0% = ACh EC20, 100% = ACh EC100; activation, % at 3 µM; 0.3% of 360,000 active; P08912;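 active = activation above the run cutoff, the mean activation of all test compounds plus 3 SD, cut at about 18% in these data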
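Measured by: Fluo-8 calcium fluorescence; material: human M5 receptor in CHO-K1 cells; schedule: Post-acetylcholine fluorescence recording 140 s; benchmarks: low control EC20 acetylcholine (0%), high control EC100 acetylcholine (100%); read-out: Max/basal fluorescence ratio as % of EC20–EC100 ACh window; compound: single dose, 3 µM nominal final test concentration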
M1 PAM = human CHRM1 positive allosteric modulation; 0.088% of 360,000 active; activation, % at 3 µM; CHO-K1 hM1, Fluo-8 calcium fluorescence, ACh EC20; 0% = ACh EC20, 100% = maximal ACh; AID 588819; P11229; in the data active = activation above about 19%, passing the limit was not always enough
CHRM5 antagonist = CHRM5 antagonism in calcium assay; P08912; CHO-hM5 cells, Fluo-8 calcium fluorescence, ACh EC80; inhibition, % at 3 µM; 0.59% of 360,000 active; AID 624040;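 active = inhibition above a per-plate cutoff, the mean of that plate's test compounds plus 3 SD, cut at about 27% in these data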;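 note: 0% = acetylcholine EC80 with DMSO and 100% = DMSO without agonist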
* marks the source's active call; other numbers are inactive results; . = not tested or not shown. This is a subset; the hit share may differ from the screen's.

SMILES	TAAR1 ag	CHRM1 agonist	M1 antag	M4 ag	CHRM5 agonist	M4 antag	M5 PAM	M1 PAM	CHRM5 antagonist
Cc1cc(NC(=O)CSc2nccn2-c2ccc(F)cc2)no1	1	-4	-7	-1	-4	-4	-3	7	-8
O=C(N/N=C/c1ccccn1)c1ccncc1	-1	-3	-6	1	-3	-1	1	9	7
CCOc1ccc2oc(C(=O)OCC(=O)N3CC(C)OC(C)C3)c(C)c2c1 (stereo unspecified)	1	-2	-2	3	1	-9	5	11	0
CCCc1c(O)c2ccccc2[nH]c1=O	6	-2	14	0	-2	7	-6	0	5
NC(=S)Nc1ncc(C(F)(F)F)cc1Cl	4	-10	-4	0	-2	-1	1	9	8
CCOc1ccccc1NC(=S)N(CCC(C)C)C1CCN(C(C)=O)CC1	0	-6	-18	0	0	-11	2	13	4
COc1ccc(Cn2c(CO)cnc2SCC(=O)Nc2cccc(NC(C)=O)c2)cc1	4	1	-17	3	-2	-10	-1	11	-4
Cc1c(C(=O)OCC(=O)NCCN2C(=O)CSC2=O)cccc1[N+](=O)[O-]	3	-3	29	4	4	7	-9	-11	-4
CNS(=O)(=O)c1cccc(C(=O)OCC(=O)N2CCCC2)c1	1	4	-10	0	-3	-8	3	14	8
O=C(Nc1ccc(Cl)cc1)P(=O)(O)c1ccccc1	0	-3	-3	0	3	-12	-6	3	4
COc1ccc(-c2nc3ccccc3c(=O)n2CCOc2ccc(C)cc2C)cc1	5	-4	1	1	0	-15	8	0	-20
CCOc1c(Cl)cc(CNCc2ccncc2)cc1OC	3	-3	-9	7	1	-9	4	8	8
COc1ccccc1NC(=O)CN1CCN(CC(=O)Nc2ccccc2F)CC1	1	-3	-17	0	0	-9	-2	9	7
O=C(CCSc1ccccc1)Nc1ncccn1	5	5	-3	7	3	-3	-2	6	-1
COc1cccc(CN2CCN(Cc3ccc4c(NC(C)=O)cccc4n3)CC2CCO)c1 (stereo unspecified)	1	-4	-30	1	-2	-5	9	5	-8
COc1ccc(/C=N/NC(=O)c2cc(OC)c(OC)c(OC)c2)cc1CN1CCc2cc(OC)c(OC)cc2C1C (stereo unspecified)	-2	-8	0	1	-9	-1	1	-1	6
CCOc1ccc(/C=C2\SC(=S)N(CC(=O)N(CCO)C(C)(C)C)C2=O)cc1	4	-4	2	2	-5	11	8	4	-3
CCCCN(C)C(=O)c1nc2ccccn2c1CN1CCN(C(=O)c2cccs2)CC1	0	-6	-9	1	0	-2	6	10	-12
Cc1cc(C(=O)CSc2nncs2)c(C)n1-c1ccc2c(c1)OCO2	8	-8	5	9	-1	1	-17	-12	11
O=C(Nc1cccc(C(F)(F)F)c1)C1Cc2c(-c3ccccc3Oc3ccccc3)ccnc2O1 (stereo unspecified)	1	-1	-18	0	0	4	-1	10	4
C=CCn1c(SCC(=O)NCCc2ccccc2)nnc1C1CC1	4	-3	-1	16	-2	-7	-17	2	17
Cc1cccc(-c2cc3nc(C)cc(=O)n3[nH]2)c1	5	-1	-9	0	2	-3	-3	5	-1
CCCCCn1nc(C(=O)N(CC(C)C)c2c(N)n(CCCC)c(=O)[nH]c2=O)c2ccccc2c1=O	5	-1	-14	0	-2	-21	-11	9	7
O=C(O)c1ccccc1S(=O)(=O)Cc1ccccc1	10	-3	-12	0	0	0	0	15	2
O=C(CCOc1ccccc1)N1CCCC(Nc2ccccc2)C1 (stereo unspecified)	2	-2	-6	3	0	-6	-2	3	0

Rewritten as a markdown table: entries from further up.
| Structure | TAAR1 ag | CHRM1 agonist | M1 antag | M4 ag | CHRM5 agonist | M4 antag | M5 PAM | M1 PAM | CHRM5 antagonist |
| --- | --- | --- | --- | --- | --- | --- | --- | --- | --- |
| O=C(CCSc1ccccc1)Nc1ncccn1 | 5 | 5 | -3 | 7 | 3 | -3 | -2 | 6 | -1 |
| COc1cccc(CN2CCN(Cc3ccc4c(NC(C)=O)cccc4n3)CC2CCO)c1 (stereo unspecified) | 1 | -4 | -30 | 1 | -2 | -5 | 9 | 5 | -8 |
| COc1ccc(/C=N/NC(=O)c2cc(OC)c(OC)c(OC)c2)cc1CN1CCc2cc(OC)c(OC)cc2C1C (stereo unspecified) | -2 | -8 | 0 | 1 | -9 | -1 | 1 | -1 | 6 |
| CCOc1ccc(/C=C2\SC(=S)N(CC(=O)N(CCO)C(C)(C)C)C2=O)cc1 | 4 | -4 | 2 | 2 | -5 | 11 | 8 | 4 | -3 |
| CCCCN(C)C(=O)c1nc2ccccn2c1CN1CCN(C(=O)c2cccs2)CC1 | 0 | -6 | -9 | 1 | 0 | -2 | 6 | 10 | -12 |
| Cc1cc(C(=O)CSc2nncs2)c(C)n1-c1ccc2c(c1)OCO2 | 8 | -8 | 5 | 9 | -1 | 1 | -17 | -12 | 11 |
| O=C(Nc1cccc(C(F)(F)F)c1)C1Cc2c(-c3ccccc3Oc3ccccc3)ccnc2O1 (stereo unspecified) | 1 | -1 | -18 | 0 | 0 | 4 | -1 | 10 | 4 |
| C=CCn1c(SCC(=O)NCCc2ccccc2)nnc1C1CC1 | 4 | -3 | -1 | 16 | -2 | -7 | -17 | 2 | 17 |
| Cc1cccc(-c2cc3nc(C)cc(=O)n3[nH]2)c1 | 5 | -1 | -9 | 0 | 2 | -3 | -3 | 5 | -1 |
| CCCCCn1nc(C(=O)N(CC(C)C)c2c(N)n(CCCC)c(=O)[nH]c2=O)c2ccccc2c1=O | 5 | -1 | -14 | 0 | -2 | -21 | -11 | 9 | 7 |
| O=C(O)c1ccccc1S(=O)(=O)Cc1ccccc1 | 10 | -3 | -12 | 0 | 0 | 0 | 0 | 15 | 2 |
| O=C(CCOc1ccccc1)N1CCCC(Nc2ccccc2)C1 (stereo unspecified) | 2 | -2 | -6 | 3 | 0 | -6 | -2 | 3 | 0 |

Next part
SMILES	TAAR1 ag	CHRM1 agonist	M1 antag	M4 ag	CHRM5 agonist	M4 antag	M5 PAM	M1 PAM	CHRM5 antagonist
NNC(=O)c1cc2ccccc2[nH]1	0	2	6	0	4	-7	6	7	6
Cc1cc(C)n(CCCNC(=O)COc2ccc([N+](=O)[O-])cc2)n1	3	-5	-10	1	0	-21	0	12	2
Nc1ccc(Nc2nc(-c3cc4ccccc4oc3=O)cs2)cc1	2	-3	-25	3	7	-10	-3	1	3
COc1cccc(NC(=O)Nc2ccc(C(C)(C)C)cc2)c1	13	-4	26*	13	4	19	-20	-23	35*
COc1ccc(S(=O)(=O)n2nc(OC(=O)c3ccco3)cc2N)cc1	13	-2	-13	1	-8	-1	16	10	3
O=C(Nc1cccnc1)C1Cc2c(-c3ccc4c(c3)OCO4)ccnc2O1 (stereo unspecified)	0	-2	0	3	1	0	-4	-4	9
CC(=O)Nc1ccc(C(=O)COC(=O)c2c(C)noc2C)c(F)c1	-1	-2	-9	1	3	6	-6	7	4
CCC(C)NC(=O)c1cn(C)c(=O)c2cc(OC)c(OC)cc12 (stereo unspecified)	14	-1	-19	1	3	4	2	9	0
O=C(CSc1nnnn1-c1ccccc1)Nc1ncc(Cc2ccccc2Cl)s1	4	-5	-8	1	0	-6	-9	4	10
O=C(O)c1ccc(NC(=O)C2C3CCC(C3)C2C(=O)O)cc1 (stereo unspecified)	7	1	-24	0	-2	-10	-2	10	-5
Cc1cccc(NC(=O)C2Cc3ccccc3O/C2=N\O)c1 (stereo unspecified)	-1	-3	-8	1	-3	-3	-3	7	10
COc1cccc(C(NC(=O)C2CCN(CCCOc3ccccc3)CC2)c2ccccn2)c1 (stereo unspecified)	11	-3	-24	7	0	-14	-5	16	2
Cc1ccc(C(=O)N(Nc2nc3ccccc3s2)C(=O)c2ccc(C)cc2)cc1	-1	-7	6	-1	0	5	-4	-2	6
COc1ccc2cc(C(=O)C3CCCN(C(=O)c4csnn4)C3)ccc2c1 (stereo unspecified)	0	7	-3	4	2	-3	-2	21	12
Cn1c(=O)c2cc(NC(=O)Cc3ccccc3F)ccc2n1Cc1ccc(Cl)cc1	6	-4	1	7	0	-5	-2	2	1
CSc1nc(NNC=O)cc(Oc2ccc(NC(C)=O)cc2)n1	1	4	2	1	-2	4	-3	-2	8
Cc1c(C(=O)N/N=C/c2ccoc2)cccc1[N+](=O)[O-]	0	-1	-2	1	-4	3	2	-3	-8
COc1cc(C(=O)NCc2nnc(SCC(=O)N3CCOCC3)o2)cc(OC)c1OC	11	-4	-9	0	-1	-10	-4	9	-1
O=C(NC1CCCCC1)c1ccc2snnc2c1	0	-3	-15	0	-3	-15	-3	8	-4
Cn1nc(OC(=O)Nc2cccc(Cl)c2)cc1C(F)(F)F	17	3	12	15	6	5	-17	-9	27*
CCOc1ccc(-n2cccc2C=O)cc1	1	-5	2	0	-1	2	-1	0	4
O=C(NCc1ccccc1)C(c1ccc(F)cc1)N(C(=O)c1csnn1)c1ccccc1 (stereo unspecified)	4	-9	-12	2	-4	3	0	7	2
CN(C(=O)c1cccc(NC(=O)Cc2cccc(NC(=O)C3CCCN(C(=O)c4ccccc4)C3)c2)c1)C1CCC1 (stereo unspecified)	2	1	23	-2	2	3	1	-14	-8
Oc1ccccc1-c1cc(-c2ccc(F)cc2)n[nH]1	2	-2	-7	2	4	-9	-7	4	0
CCc1noc(C)c1C(=O)N1CCCC1	.	-3	-4	1	3	8	5	6	0
